Screens from PubChem BioAssay.
EBI2 antag: blocks human EBI2 receptor beta-arrestin signaling | P32249 | EBI2 beta-arrestin recruitment, luminescence, 7a,25-OHC stimulated | inhibition, % at 5 µM | hit rate 0.81% among 360,000 | AID 651636; in the data active means inhibition above about 38%;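 further: enzyme fragment complementation signal reports receptor beta-arrestin coupling in cells; 0% = agonist plus DMSO wells and 100% = wells without agonist; some results beyond the cut were filed as inactive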
Target sequence (P32249 whole entry, looked up, the tested form may be a part): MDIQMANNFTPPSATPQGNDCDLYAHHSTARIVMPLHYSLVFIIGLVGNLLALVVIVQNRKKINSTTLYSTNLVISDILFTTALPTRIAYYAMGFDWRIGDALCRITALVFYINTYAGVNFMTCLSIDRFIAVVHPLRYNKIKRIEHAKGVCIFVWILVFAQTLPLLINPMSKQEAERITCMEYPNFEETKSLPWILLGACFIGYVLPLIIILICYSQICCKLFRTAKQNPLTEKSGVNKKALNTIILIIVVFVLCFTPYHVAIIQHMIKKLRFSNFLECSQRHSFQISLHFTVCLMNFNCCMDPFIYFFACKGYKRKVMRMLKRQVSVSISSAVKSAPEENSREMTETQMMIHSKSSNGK
UPR XBP1 act: activators of adaptive arm of unfolded protein response (XBP1); CHO-XBP1 luciferase reporter, IRE1-XBP1 UPR activation, luminescence; percent of tunicamycin response, DMSO as zero; activation, % at 20 µM; hit rate 0.33% among 330,000;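 active means versus positive control, 20 µM dose yields 30% or more activation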;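 further: 100% = tunicamycin at 10 µg/mL and 0% = DMSO only wells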
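Material: CHO-XBP1 cells stably carrying IRE1-XBP1-driven luciferase reporter | Medium: F12 with 10% serum | Compound dosing: 20 µM single concentration, DMSO 1% | Incubation: Overnight seeding at 37 °C, 6 h compound treatment at 37 °C | Detection: Steady-Glo luminescence read | Read-out basis: % activation of reporter signal versus tunicamycin and DMSO controls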
CHOP UPR activ: apoptotic UPR (CHOP) activation; CHO-CHOP luciferase reporter, luminescence; percent of tunicamycin response over DMSO baseline; activation, % at 10 µM; hit rate 0.34% among 330,000; AID 449763;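 active means at 10 µM dose, activation of 40% or more, normalized to positive control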;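 further: 100% = tunicamycin at 10 µg/mL and 0% = DMSO alone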
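assay system = CHO CHOP reporter cells | amount = 500 CHO-CHOP cells per well | buffer or medium = F12 with 10% FBS | incubation = 16-18 h cell attachment, then 6 h compound exposure, 37 °C | detection = luminescence read with Steady-Glo | read-out = percent activation relative to tunicamycin control | controls = tunicamycin high control, DMSO low control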
APJ ag: APJ receptor agonism; hit rate 0.11% among 330,000; CHO-K1 APJ PathHunter beta-arrestin, luminescence; 0% DMSO wells, 100% apelin; P35414; activation, % at 20 µM;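 active means activation more than six SD over the plate average, tested at 20 µM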;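 further: 0% = DMSO alone and 100% = apelin-13 at 10 nM; some results filed as inactive read as strong as hits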
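Assay system – PathHunter CHO-K1 APJ (AGTRL-1) beta-arrestin reporter cells · Compound – one dose, 20 µM compound, 1% DMSO · Timing – compound 90 min 25 °C, reagent 1 h · Measured by – luminescence from split beta-galactosidase complementation, Galacton Star/Emerald II substrate · Measure – beta-arrestin recruitment to APJ as agonist activity, luminescent signal · Benchmarks – DMSO vs Apelin-13 10 nM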
CXCR6 inh: blocks human CXCR6 beta-arrestin recruitment; O00574; CHO-K1 PathHunter CXCR6 beta-arrestin, luminescence; inhibition, % at 20 µM; hit rate 0.36% among 360,000; in the data active means inhibition above about 34%, passing the limit was not always enough;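 further: antagonist mode with CXCL16 agonist at 10 nM final; 0% = 10 nM CXCL16 with DMSO and 100% = unstimulated wells without agonist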
Target sequence (O00574 whole entry, looked up): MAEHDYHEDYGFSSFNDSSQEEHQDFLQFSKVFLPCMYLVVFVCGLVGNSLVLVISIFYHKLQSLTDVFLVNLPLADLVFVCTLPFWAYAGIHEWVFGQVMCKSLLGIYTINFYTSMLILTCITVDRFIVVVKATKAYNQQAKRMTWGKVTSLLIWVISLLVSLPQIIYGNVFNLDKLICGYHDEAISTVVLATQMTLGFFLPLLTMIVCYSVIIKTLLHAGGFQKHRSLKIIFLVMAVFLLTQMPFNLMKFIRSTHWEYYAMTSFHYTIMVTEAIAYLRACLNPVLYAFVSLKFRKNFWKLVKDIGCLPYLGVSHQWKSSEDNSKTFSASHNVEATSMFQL
Mdm2 MdmX PPI: disrupts the human Mdm2-MdmX interaction; SaOS-2 split-luciferase Mdm2/MdmX complementation, luminescence; hit rate 3% among 330,000; inhibition, % at 8 µM; O15151+Q00987;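 active means inhibition of at least 50% at 8 µM in the primary screen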
tim23-1 inh: growth inhibitors of tim23-1 mutant yeast; S. cerevisiae tim23-1 growth, BacTiter-Glo luminescence, 24 h; inhibition, % at 20 µM; hit rate 1.3% among 330,000;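 active means growth inhibition of the mutant yeast at or above 50%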;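 further: temperature-sensitive mutant grown at 25 °C; plate controls were DMSO-treated mutant yeast for no effect and medium wells lacking yeast for full effect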
APJ antagonist: APJ receptor antagonism. inhibition, % at 20 µM. CHO-K1 APJ beta-arrestin complementation, luminescence. hit rate 0.32% among 330,000;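 active means inhibition above about 40% at 20 µM, limit read from the data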;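 further: cells challenged with 10 nM apelin-13 agonist together with compound; plate controls were apelin-13 plus DMSO wells for no effect and DMSO wells lacking apelin-13 for full effect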
CCR6 antag: CCR6 (human) receptor antagonism; inhibition, % at 20 µM; CHO-K1 CCR6 PathHunter beta-arrestin, luminescence, CCL20-stimulated; P51684; hit rate 0.49% among 340,000;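 active means compounds whose inhibition of the agonist-driven luminescence signal at 20 µM reaches about 50%, limit read from the data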;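 further: cells stimulated with CCL20 at 14 nM final; plate controls were DMSO with CCL20 for no effect and DMSO without agonist for full effect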
Target sequence (P51684 whole entry, looked up): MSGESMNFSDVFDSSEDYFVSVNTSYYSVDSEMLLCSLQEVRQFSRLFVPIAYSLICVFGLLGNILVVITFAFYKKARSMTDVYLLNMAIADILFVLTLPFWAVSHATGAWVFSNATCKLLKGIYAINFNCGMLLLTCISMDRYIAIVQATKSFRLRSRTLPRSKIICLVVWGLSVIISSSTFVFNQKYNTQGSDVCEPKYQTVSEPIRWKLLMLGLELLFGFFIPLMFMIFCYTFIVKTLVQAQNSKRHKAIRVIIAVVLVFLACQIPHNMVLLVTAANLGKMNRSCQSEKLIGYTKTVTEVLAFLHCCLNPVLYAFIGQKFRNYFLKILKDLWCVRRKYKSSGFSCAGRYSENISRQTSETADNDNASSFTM
Numbers without * were called inactive.

no. | SMILES | EBI2 antag | UPR XBP1 act | CHOP UPR activ | APJ ag | CXCR6 inh
1 | COCCn1c(N)c(Sc2ccc(C)cc2)c(=O)[nH]c1=O | -9 | 1 | -2.0 | -4 | 1
2 | COc1ccc(OC)c2sc(N3CCN(C(=O)c4ccc5ncsc5c4)CC3)nc12 | 54* | -1 | -1.9 | 0 | -19
3 | C(=N\n1cnnc1)/c1cccc(OCCOc2ccccc2)c1 | 0 | 4 | 1.9 | -2 | 2
4 | N#C/C(=C\c1c(N2CCN(c3ccccc3)CC2)nc2ccccn2c1=O)C(N)=O | 3 | 5 | 1.8 | -1 | 10
5 | CC(NC(=O)/C(C#N)=C/c1cccs1)c1ccccc1 (configuration not stated) | -5 | 2 | 2.3 | -1 | 1
6 | Cc1cc(NC(=O)Cc2ccccc2[N+](=O)[O-])no1 | -4 | -2 | -0.5 | -1 | 0
7 | Cc1cc(Cl)cc(C)c1OCC(=O)N1CCN(c2ncccn2)CC1 | 76* | 0 | 0.2 | -1 | 5
8 | CC(C)OCCCNC(=O)C1CC(=O)N(C2CCCCCCC2)C1 (configuration not stated) | -5 | -3 | -0.8 | -1 | -6
9 | Cc1ccsc1C(=O)OCC(=O)c1cc2ccccc2o1 | 8 | 0 | 1.8 | -5 | 11
10 | COc1ccc(C(=O)OCC(=O)N2C(C)CCCC2C)cc1[N+](=O)[O-] (configuration not stated) | -7 | 0 | 1.1 | 1 | -6

no. | Mdm2 MdmX PPI | tim23-1 inh | APJ antagonist | CCR6 antag
1 | 9 | 18 | -14 | -14
2 | -8 | 29 | -7 | -7
3 | 2 | 24 | 6 | 15
4 | 21 | -1 | 16 | 6
5 | -12 | 35 | 14 | 2
6 | 12 | -1 | -29 | 0
7 | 6 | 38 | -1 | 3
8 | 10 | 10 | -10 | 16
9 | 18 | 39 | 16 | 18
10 | 17 | 23 | -3 | 13

More compounds follow:
no. | SMILES | EBI2 antag | UPR XBP1 act | CHOP UPR activ | APJ ag | CXCR6 inh
11 | CCCc1cc(=O)oc2c3c(cc(OCC(=O)NCC4CCC(C(=O)O)CC4)c12)OC(C)(C)CC3 (configuration not stated) | 0 | 4 | 2.1 | -1 | 3
12 | O=S1(=O)N=C(N(CCO)/N=C/c2ccccc2)c2ccccc21 | -3 | -1 | -0.8 | -2 | -7
13 | COc1ccc(CN2C(=O)c3cccnc3C2=O)cc1S(=O)(=O)NCc1ccc(C)cc1 | -3 | -3 | 3.0 | -7 | 9
14 | Cc1cccc(NC(=S)NNC(=O)c2ccc3c(c2)OCO3)c1 | -4 | 6 | 3.6 | -1 | 20
15 | O=C(Nc1ccc(N2CCCCC2)c(Cl)c1)c1ncn[nH]1 | -16 | 0 | -0.5 | 0 | -2
16 | O=C(Nc1cc2c(cc1Br)OCCO2)c1ccco1 | -10 | 1 | 4.1 | -2 | 3
17 | COc1ccc(Cn2c(=N)c(C(=O)NC3CCCCC3)cc3c(=O)n4ccccc4nc32)cc1 | 10 | -1 | 4.6 | -8 | 21
18 | Clc1ccccc1OCCCCn1ccnc1 | 10 | 0 | 5.1 | 1 | 2
19 | CCCCNC(=O)C(=O)N/N=C/c1ccc(OCC(=O)Nc2cccc(OC)c2)c(OC)c1 | -4 | -1 | 2.1 | 0 | 6
20 | O=C(N/N=C/c1ccc(F)cc1)c1ccc(Br)cc1 | 15 | -1 | 4.6 | 2 | -3

no. | Mdm2 MdmX PPI | tim23-1 inh | APJ antagonist | CCR6 antag
11 | 16 | -4 | 0 | 5
12 | -9 | 7 | -20 | -4
13 | -6 | 2 | 16 | 2
14 | -184 | 23 | 22 | 19
15 | -27 | 2 | 1 | -8
16 | -16 | 2 | -7 | 10
17 | 30 | 6 | 22 | 18
18 | 19 | 17 | 4 | 5
19 | -3 | -15 | 8 | -15
20 | -8 | -6 | -23 | -2

(listing goes on)
no. | SMILES | EBI2 antag | UPR XBP1 act | CHOP UPR activ | APJ ag | CXCR6 inh
21 | COC(=O)CSc1nc2[nH]ncc2c(=O)[nH]1 | 5 | -2 | -2.8 | -2 | 10
22 | COCC(=O)OCC(=O)Nc1cc(C(C)(C)C)nn1-c1ccccc1 | -6 | 0 | 0.5 | -4 | 3
23 | O=C(/C=C/c1ccccc1)NC(NC(=S)Nc1cccc(Cl)c1)C(Cl)(Cl)Cl (configuration not stated) | 17 | 51* | 36 | 14 | 0
24 | Cc1cccc(N2CCN(S(=O)(=O)c3cccs3)CC2)c1C | 1 | -3 | 0.0 | -4 | -13
25 | O=C(CN(Cc1ccco1)C(=O)CNS(=O)(=O)c1ccccc1)NCc1ccccc1 | 2 | -4 | -1.6 | -1 | 6
26 | Cc1cc(C)c(C(=O)COC(=O)c2cccc(S(=O)(=O)NCc3ccccc3)c2)cc1C | 13 | 1 | 0.8 | 1 | -1
27 | CCCCn1cnc2cc(NCc3cccc(OC)c3O)ccc21 | -4 | 3 | 1.1 | -1 | -10
28 | Cc1cccc(C(=O)OC(C)C(=O)NC2CCCc3ccccc32)c1O (configuration not stated) | -3 | -2 | 0.0 | -2 | 0
29 | Cc1ccccc1-c1nc(SCc2ccccn2)c2c(=O)n(C)c(=O)n(C)c2n1 | 5 | -2 | 0.9 | -3 | -1
30 | COc1ccc(NC2=C(C(C)=O)C(c3ccc(OC)c(OC)c3)C(C(C)=O)C(C)(O)C2)cc1 (configuration not stated) | 0 | 0 | 0.2 | -4 | -9

no. | Mdm2 MdmX PPI | tim23-1 inh | APJ antagonist | CCR6 antag
21 | 12 | -3 | -9 | -3
22 | 19 | 0 | 0 | -10
23 | 98* | -8 | 2 | 22
24 | -5 | 24 | 17 | 4
25 | 14 | 15 | 2 | 28
26 | 1 | 25 | 4 | 28
27 | 3 | 7 | -3 | 2
28 | 28 | -2 | 3 | 17
29 | 22 | -28 | 1 | 7
30 | 10 | 6 | 5 | 3

Following part:
no. | SMILES | EBI2 antag | UPR XBP1 act | CHOP UPR activ | APJ ag | CXCR6 inh
31 | CCCc1ccc(Oc2cc(C)nc(N3CCOCC3)n2)cc1 | -5 | -1 | 3.5 | 1 | 1
32 | COc1ccccc1NS(=O)(=O)c1ccc(O)c(C(=O)OCC(=O)N2CCc3ccccc32)c1 | -11 | -1 | 5.7 | -5 | 5
33 | CN(C)c1nc2ccccc2n(C)c1=O | -6 | 0 | -0.8 | 0 | 3
34 | Cc1ccc(C(=O)O/N=C(\N)c2ccccn2)cc1C | -18 | -12 | -12 | 8 | -1
35 | O=C(CSc1nc(O)c(Cc2ccccc2)c(=O)n1-c1ccccc1)N1CCOCC1 | 5 | 3 | -1.7 | -3 | 1
36 | CS(=O)(=O)Nc1ccc(Cc2ccc(NS(C)(=O)=O)cc2)cc1 | -3 | 1 | -2.7 | -3 | -9
37 | COc1ccc(-c2nc3ccccc3nc2-c2ccccc2)cc1 | 6 | 0 | -2.0 | -5 | -2
38 | CN(CC(=O)Nc1c(Cl)cccc1Cl)C(=O)Cc1ccc(S(=O)(=O)N2CCOCC2)s1 | 4 | -3 | 0.6 | 5 | -7
39 | Cc1ccsc1C(=O)Nc1ccccc1N1CCCC1 | 4 | -2 | -0.1 | -5 | -3
40 | O=C(NCc1ccncc1)C(=O)Nc1nc2ccccc2s1 | 4 | -1 | 5.2 | 0 | -3

no. | Mdm2 MdmX PPI | tim23-1 inh | APJ antagonist | CCR6 antag
31 | -50 | 15 | -7 | 14
32 | 16 | 11 | 17 | 14
33 | -13 | 15 | -17 | 2
34 | 82* | 43 | -14 | 3
35 | 30 | 13 | 2 | 10
36 | -13 | 4 | -14 | -4
37 | 17 | 7 | 10 | 32
38 | 10 | 15 | -6 | -11
39 | 9 | 1 | 11 | 15
40 | 5 | 38 | -1 | 11

Full records from above:
COc1ccccc1NS(=O)(=O)c1ccc(O)c(C(=O)OCC(=O)N2CCc3ccccc32)c1 across the screens: EBI2 antag: -11; UPR XBP1 act: -1; CHOP UPR activ: 5.7; APJ ag: -5; CXCR6 inh: 5; Mdm2 MdmX PPI: 16; tim23-1 inh: 11; APJ antagonist: 17; CCR6 antag: 14
COc1ccc(-c2nc3ccccc3nc2-c2ccccc2)cc1 across the screens: EBI2 antag: 6; UPR XBP1 act: 0; CHOP UPR activ: -2.0; APJ ag: -5; CXCR6 inh: -2; Mdm2 MdmX PPI: 17; tim23-1 inh: 7; APJ antagonist: 10; CCR6 antag: 32

(list continues)
no. | SMILES | EBI2 antag | UPR XBP1 act | CHOP UPR activ | APJ ag | CXCR6 inh
41 | COc1ccc(OC)c(N(C(=O)c2snc(C(N)=O)c2N)C(C(=O)NCc2ccccc2)c2ccc(O)cc2)c1 (configuration not stated) | -2 | -3 | 3.6 | 1 | 9
42 | COc1ccccc1CNC(=O)C(C)Sc1ccsc1[N+](=O)[O-] (configuration not stated) | -11 | 1 | 0.7 | -3 | 6
43 | Cc1ccc(C(=O)N2CCC(C)CC2)cc1C | 0 | -2 | 0.1 | -5 | -3
44 | Cc1ccccc1NC(=O)Cc1nc(COC(=O)c2cccc([N+](=O)[O-])c2)cs1 | -13 | -3 | -1.5 | -4 | -15
45 | O=C(Nc1ccc(N2CCOCC2)c(Cl)c1)c1ccc(Cl)cc1 | -2 | 5 | 1.0 | 2 | -2
46 | CC(C)(C)c1ccc(OCCCC(=O)N2CCOCC2)cc1 | -6 | 1 | 2.9 | -1 | -6
47 | O=C(CSc1nc2ccccc2c(=O)n1Cc1ccco1)c1ccccc1 | 9 | -3 | 3.6 | -2 | 11
48 | COc1cccc(NC(=S)Nc2cc(C)cc(C)n2)c1 | 16 | 1 | 4.1 | 1 | 7
49 | O=C(Oc1ccc(N2C(=O)CCC2=O)cc1)c1ccccc1 | 1 | 7 | 1.1 | 2 | 4
50 | CCOc1ccc(/C=N/NC(N)=S)cc1 | -17 | 1 | 1.3 | 0 | -9
51 | CC1CC(OC(=O)C(O)c2ccccc2)CC(C)(C)N1C (configuration not stated) | 4 | -5 | 0.4 | -2 | -6

no. | Mdm2 MdmX PPI | tim23-1 inh | APJ antagonist | CCR6 antag
41 | 22 | 17 | -2 | -6
42 | 7 | 9 | 9 | 16
43 | 0 | 9 | 13 | 14
44 | -9 | 15 | 1 | 6
45 | -28 | 27 | -11 | 8
46 | -5 | 13 | -21 | 2
47 | 22 | 43 | 18 | 8
48 | -84 | -1 | 12 | 14
49 | -14 | 13 | 7 | 5
50 | 10 | 16 | 1 | -28
51 | -4 | -6 | -4 | 15

Printed as active in EBI2 antag, of those listed so far:
entry | structure | EBI2 antag | APJ ag | CXCR6 inh | Mdm2 MdmX PPI | APJ antagonist | CCR6 antag
2 | COc1ccc(OC)c2sc(N3CCN(C(=O)c4ccc5ncsc5c4)CC3)nc12 | 54* | 0 | -19 | -8 | -7 | -7
7 | Cc1cc(Cl)cc(C)c1OCC(=O)N1CCN(c2ncccn2)CC1 | 76* | -1 | 5 | 6 | -1 | 3

Not all compounds are listed; the hit share may differ from the screen's.
